# HCV inh: blocks hepatitis C virus | Huh7.5.1 HCVcc-Cre infection, luciferase reporter, 44 h | Potency, µM (titrated, usually from 41.8 µM), for inactives: at the top dose activity change, negative = inhibition, hits mostly inhibitors | 340,000 compounds, 3.4% hits; note: potency is the fitted concentration of half-maximal effect
#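 Compounds are dispensed onto cells plated 4 h earlier at 1,000 per well, with HCVcc-Cre virus (about 0.5 moi) added next. Following 44 h of culture, luminescent signal is measured for 15 sec after 15 min with substrate at room temperature.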
# Sm TGR inh: S. mansoni TGR enzyme inhibition | 360,000 compounds, 3% hits | Potency, µM (highest dose often 114 µM), without a hit: at the top dose activity change, negative = inhibition, hits mostly inhibitors | purified TGR, DTNB reduction, TNB absorbance 405 nm | AID 485364 | Q962Y6; note: potency is the fitted concentration of half-maximal effect; nearly all actives have a fitted effect of over 60% in size
#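 Kinetic colorimetric format: TGR-catalysed, NADPH-driven DTNB reduction monitored via TNB absorbance. Enzyme dispensed at 20 nM; compound exposure 15 min at room temperature before reaction start.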
# AMA1-RON2 inh: disrupts binding of P. falciparum AMA1 to RON2 | AlphaScreen AMA1-biotinylated RON2 peptide binding | Potency, µM (highest dose often 58.2 µM), for the others: at the highest dose activity change, negative = inhibition, usual class: inhibitors | 360,000 compounds, 0.2% hits | AID 720542;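 note: potency is the fitted concentration of half-maximal effect; 0% = vehicle wells and -100% = peptide control; nearly all actives have a fitted effect of over 45% in size; some results filed as inactive show a strong effect at the top dose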
#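 AMA1 (3D7) with his tag at 25 nM final met compounds first, then biotinylated RON2 peptide at 25 nM; detection used donor plus acceptor beads, 10 µg/mL apiece, read by AlphaScreen after 30 min at room temperature.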
# FBPA Giardia inh: Giardia lamblia aldolase inhibition; A8B2U2; purified Giardia FBPA; Potency, µM (doses to about 59.6 µM), without a hit: top-dose activity, negative = inhibition, most hits filed as inhibitors; 290,000 compounds, 0.71% hits; AID 2451; note: potency is the fitted concentration of half-maximal effect; nearly all actives have a fitted effect of over 55% in size
# Target sequence (A8B2U2 whole entry, looked up): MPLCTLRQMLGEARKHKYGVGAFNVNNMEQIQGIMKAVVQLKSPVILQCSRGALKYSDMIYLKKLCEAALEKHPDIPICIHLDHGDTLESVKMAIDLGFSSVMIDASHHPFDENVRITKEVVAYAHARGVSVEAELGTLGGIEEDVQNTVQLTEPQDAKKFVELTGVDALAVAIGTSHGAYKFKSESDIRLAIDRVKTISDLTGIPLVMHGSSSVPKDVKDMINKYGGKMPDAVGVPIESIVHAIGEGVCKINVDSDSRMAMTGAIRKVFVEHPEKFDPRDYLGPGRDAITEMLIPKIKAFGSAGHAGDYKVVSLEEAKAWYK
#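 Giardia FBPA (40 nM reagent) was preincubated 10 min at RT with compound (up to 57.5 uM final), then substrate plus GAPDH/TPI/NAD/arsenate coupling system with diaphorase/resazurin was added; resorufin fluorescence (525/598 nm) was read after 20 min.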
# AmpC inh detg: inhibitors of E. coli AmpC beta-lactamase with detergent. AmpC hydrolysis of nitrocefin, absorbance 480 nm, 0.01% Triton. P00811. Potency, µM (doses to about 114 µM), inactives show at the highest dose activity change, negative = inhibition, actives largely listed as inhibitors. 370,000 compounds, 0.041% hits. AID 485294;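 note: potency is the fitted concentration of half-maximal effect; 0% = no-compound wells and -100% = no-enzyme wells; nearly all actives have a fitted effect of over 25% in size; some results filed as inactive show a strong effect at the top dose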
# Target sequence (P00811 whole entry, looked up): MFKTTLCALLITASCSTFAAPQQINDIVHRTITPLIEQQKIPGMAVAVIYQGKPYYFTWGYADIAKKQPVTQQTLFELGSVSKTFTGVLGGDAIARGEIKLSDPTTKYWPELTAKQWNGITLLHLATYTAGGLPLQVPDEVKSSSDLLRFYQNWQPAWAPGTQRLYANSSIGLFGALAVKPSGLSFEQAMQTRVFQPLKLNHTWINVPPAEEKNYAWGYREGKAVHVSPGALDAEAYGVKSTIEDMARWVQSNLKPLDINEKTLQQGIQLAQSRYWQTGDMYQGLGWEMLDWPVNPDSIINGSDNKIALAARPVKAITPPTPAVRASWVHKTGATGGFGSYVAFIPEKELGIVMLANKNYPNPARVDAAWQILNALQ
#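 20 mM phosphate pH 7.0 + 0.01% (detergent screen) or 0.0001% Triton X-100; 5.3 nM AmpC reagent; cpd preinc 15 min RT; nitrocefin (800 uM stock) to start; A480 q20 s × 4 min; Activity was normalised to no-enzyme and no-compound control wells.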
# HCMV inh: blocks human cytomegalovirus replication; activity change, negative = inhibition, % at 57.5 µM; HFF cells, HCMV-luciferase reporter, 72 h; active compounds read low; 410,000 compounds, 4.5% hits; in the data active = activity change below about -60%; inconclusive = no clear call, values can overlap the other calls; inactive = above about -39%
#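 After 16 h attachment at 37C, HFF cells received test compound and HCMV-luciferase (1 PFU/cell); reporter luminescence read 72 h later, data normalized against buffer-only and known inhibitor Salinomycin.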
# The depositor's hits bear a star; ? = inconclusive; / = no result given; & = joins results of further samples; [ ] = dose if it differs, or a comment. Unless noted, calls come from the whole dose curve; as a rule, active = well fitted curve in the direction sought with a large enough effect; inconclusive = small, poorly fitted or top-dose-only effect, or another doubt; inactive = no such curve, though single readings can be large; an effect the other way counts as inactive or inconclusive. Unless noted, % is set by controls: 0 for no effect and ±100 for the full control effect.
SMILES,HCV inh,Sm TGR inh,AMA1-RON2 inh,FBPA Giardia inh,AmpC inh detg,HCMV inh
COCCc1nc2ccc(C(=O)N3CCCC(CCCO)C3)cc2o1 (configuration not stated),24%,-13%,-9%,4%,4%,-25
COCc1cc(C)nc(SCC[N+](C)(C)CC(=O)Nc2ccccc2)c1C#N,28%,-7%,-13%,-1%,?,-30
O=C(NC1CCN(Cc2ccccc2)CC1)C1CCN(c2nnc(-n3cccc3)s2)CC1,?,-2%,-6%,11%,-15%,-17
CC1CCCC(NC(=O)NC(=O)COC(=O)C2=NN(c3ccccc3)C(=O)CC2)C1C (configuration not stated),-6%,-7%,-1%,/,?,0
CCCN(CCC)Cc1c(C(=O)N/N=C/c2ccco2)nnn1-c1nonc1N,5%,-27%,32%[activator],6%,-6%,-13
COc1ccc(CCN(C)C2CCCN(C(=O)CCSC)C2)cc1OC (configuration not stated),5%,-31%,1%,23%,?,1
CN1CC(c2ccccc2Cl)C2(COc3ccccc3C2=O)C12C(=O)Nc1ccccc12 (configuration not stated),?,-10%,-19%,10%,-7%,-12
O=C(Nc1nnc(-c2ccccc2)o1)c1cc(Cl)sc1Cl,2%,-7%,45%[activator],12%,?,23
CC1(c2ccccc2)NC(=O)N(CC(=O)Nc2ccc3c(c2)OCO3)C1=O (configuration not stated),-5%,-14%,44%[activator],1%,3%,23
O=C(CSc1ccccc1)NC(=O)NCc1ccccc1,5%,12%,-21%,2%,-6%,?
Cc1cccn2c(Nc3ccc4c(c3)OCCO4)c(-c3ccc(Br)o3)nc12,/,-21%,/,/,-4%,-19
Nc1nnc(SCc2ccccc2F)s1,0%,6%,48%[activator],0%,-5%,0
O=C(NNC(=S)NC(=O)c1ccccc1)c1cccnc1,10%,-17%,91%[activator],?,-9%,33
C/C(O)=C(\C#N)P(=O)(c1ccccc1)c1ccccc1,22%,13%,-7%,1%,1%,3
COc1ccccc1NC(=O)C(=O)/C=C(\O)c1ccccc1,-12%,-12%,15%,?,5%,52
COC(=O)C1C/C(=N\NS(=O)(=O)c2ccc(C)cc2)c2ccsc2C1 (configuration not stated),3%,6%,0%[2.32 µM],-1%,?,-39
Cc1ccc(N(C)C(=O)CN(C)S(=O)(=O)c2ccc3c(c2)n(C)c(=O)c(=O)n3C)cc1,11%,-10%,-4%,-3%,-15%,-39
COCCNC(=O)c1cccc(OC2CCN(Cc3cccc(C(C)=O)c3)CC2)c1,-26%,-16%,-6%,3%,-16%,-22
CCOc1c(OC)cccc1C(=O)NCC1(c2ccccc2)CCCC1,?,-15%,0%,-6%,-4%,-30
Cc1cc(Cl)ccc1OCc1cc(=O)n2c3c(sc2n1)CCCC3,/,0%,/,/,6%,-6
C/C(=N\Nc1cc(C)nc(NCc2ccccc2)n1)c1cccc([N+](=O)[O-])c1,2µM*,10%,-6%,2%,-1%,1
Cc1ccc(-n2ncc(C(=O)NC3CCCCC3)c2C2CCN(C(=O)OC(C)(C)C)CC2)cc1,/,10%,/,/,22%,6
CC1(c2ccccc2Cl)NC(=O)N(CC(=O)Nc2ccc3c(c2)OCO3)C1=O (configuration not stated),-13%,8%,-12%,-4%,2%,-32
COC(=O)c1c(C)nn(-c2ccccc2)c1N,0%,-14%,-5%,-4%,-16%,77
CC(C)CCN1C(Nc2ccccc2)=NC[C@@H]1C,-11%,7%,-5%,-2%,-13%,-16
CO[C@@]1(NC(=O)CSCC#N)C(=O)N2C(C(=O)O)=C(CSc3nnnn3C)CS[C@@H]21,19%,-8%,63%[activator],-25%&2%,0%,-34
CN(C(=O)COC(=O)c1cc(S(=O)(=O)N2CCOCC2)ccc1Cl)C1CCS(=O)(=O)C1 (configuration not stated),-2%,6%,-10%,/,-16%,-24
Cc1cccc(OCC(=O)N2CCN(C(=O)CCC3CCCC3)CC2)c1,-21%,1%,4%,4%,-11%,-26
COC(=O)NC1CSCC1OC(=O)CCN1C(=O)c2ccccc2C1=O (configuration not stated),?,-8%,0%,4%,-1%,-26
O=C1CC(N2CCSCC2)C(=O)N1CCc1ccccc1 (configuration not stated),1%,-30%,2%,2%,4%,-26
Cc1ccc(C)c(NC(=O)c2nn(C)c3c2CS(=O)(=O)c2ccccc2-3)c1,/,7%,/,/,9%,-15
CCN1CCN(C(=O)c2cc3c(s2)-c2c(C)cccc2OC3)CC1,?,-2%,4%,4%,-10%,/
Cc1oc(-c2cccc(Cl)c2)nc1CN1CCCC(C(=O)NCCCN2CCOCC2)C1 (configuration not stated),?,2%,-4%,-6%,?,7
Cc1cc(NC(=O)COC(=O)C2CCC2)no1,-16%,1%,1%,5%,7%,-15
COc1cccc(NC(=O)c2nn(-c3ccc(OC)cc3OC)c(=O)c3ccccc23)c1,-12%,-3%,-2%,5%,-11%,15
Cc1ccc(N(CC(=O)Nc2ccc(C)c(F)c2)S(=O)(=O)c2c(C)n[nH]c2C)cc1,/,12%,/,/,2%,-4
NC(=O)CN1CCN(S(=O)(=O)c2ccc(Cl)cc2)CC1,16%,/,5%,-1%,2%,-10
O=C(Nc1cc(Cl)cc(Cl)c1)c1cc(S(=O)(=O)N2CCc3ccccc3C2)ccc1F,/,0%,/,/,6%,-25
Cc1ccc(N2CCN(C(=O)N3CCCC3)CC2)cc1C,2%,1%,10%,4%,5%,-2
N#Cc1c(NC(=S)NC(=O)c2ccccc2)sc2c1CCCC2,10%,?,46%[activator],-1%,-11%,13
CCCCOc1ccc(-c2ncc([N+](=O)[O-])cn2)cc1,7%,1%,-27%,0%,0%,24
CCc1ccc(OCC(=O)N(Cc2ccc(C)o2)C2CCS(=O)(=O)C2)cc1 (configuration not stated),/,-21%,/,/,6%,-39
O=C1OC2(CCCC2)OC(=O)C1=Cc1c[nH]c2ccccc12,18%,-3%,-3%,-5%,-6%,38
Fc1ccc(-c2csc(/C=C/c3ccc4c(c3)OCO4)n2)cc1,7%,8%,-7%,1%,?,48
CN(C)Cc1c(O)ccc2c(=O)c(-c3ccccc3)c(C(F)(F)F)oc12,-3%,-16%,-1%,3%,0%,8

# Entries above that have a Cl atom, in the order listed:
SMILES,HCV inh,Sm TGR inh,AMA1-RON2 inh,FBPA Giardia inh,AmpC inh detg,HCMV inh
CN1CC(c2ccccc2Cl)C2(COc3ccccc3C2=O)C12C(=O)Nc1ccccc12 (configuration not stated),?,-10%,-19%,10%,-7%,-12
O=C(Nc1nnc(-c2ccccc2)o1)c1cc(Cl)sc1Cl,2%,-7%,45%[activator],12%,?,23
Cc1cc(Cl)ccc1OCc1cc(=O)n2c3c(sc2n1)CCCC3,/,0%,/,/,6%,-6
CC1(c2ccccc2Cl)NC(=O)N(CC(=O)Nc2ccc3c(c2)OCO3)C1=O (configuration not stated),-13%,8%,-12%,-4%,2%,-32
CN(C(=O)COC(=O)c1cc(S(=O)(=O)N2CCOCC2)ccc1Cl)C1CCS(=O)(=O)C1 (configuration not stated),-2%,6%,-10%,/,-16%,-24
Cc1oc(-c2cccc(Cl)c2)nc1CN1CCCC(C(=O)NCCCN2CCOCC2)C1 (configuration not stated),?,2%,-4%,-6%,?,7
NC(=O)CN1CCN(S(=O)(=O)c2ccc(Cl)cc2)CC1,16%,/,5%,-1%,2%,-10
O=C(Nc1cc(Cl)cc(Cl)c1)c1cc(S(=O)(=O)N2CCc3ccccc3C2)ccc1F,/,0%,/,/,6%,-25

# Later entries:
SMILES,HCV inh,Sm TGR inh,AMA1-RON2 inh,FBPA Giardia inh,AmpC inh detg,HCMV inh
O=C(Nc1nc2ccc(SC(F)F)cc2s1)c1ccc2c(c1)S(=O)(=O)c1ccccc1C2=O,1%,7%,/,13%,-4%,/
O=C(CSc1ncnc2nc[nH]c12)c1ccc2ccccc2c1,-10%,-2%,-17%,-14%,3%,-14
COc1cccc(CC2(CO)CCN(CC3=CC[C@H]4C[C@@H]3C4(C)C)CC2)c1,?,6%,-16%,7%,0%,16
COC(=O)/C(C#N)=C/c1ccc(C)o1,11%,9%,-2%,0%,1%,-36
CCCCOc1ccc(CSc2ncn[nH]2)cc1,-1%,2%,28%,-8%,-5%,-12
COc1ccc(C2/C=C\CN(C(=O)CC(C)C)CC(=O)N2Cc2ccc(F)cc2)cc1 (configuration not stated),16%,-9%,-2%,3%&1%,-9%,4
CC(C)c1ccc(C2C(C(=O)c3ccco3)=C(O)C(=O)N2CCN2CCOCC2)cc1 (configuration not stated),15%,?,15%,-25%,-8%,-20
Cc1ccc(NC(=O)C(C)Sc2nnc(C)n2C)cc1 (configuration not stated),4%,?,-1%,-3%,-17%,5
O=C1NC(c2cccnc2)Nc2sc3c(c21)CCCC3 (configuration not stated),-8%,45µM*,6%,-21%,?,89
COc1ccccc1NC(=O)c1ccc(COc2ccc(C)c(C)c2)o1,/,9%,/,/,5%,54
CCCCNC(=S)NC(=O)c1ccccc1Br,-1%,-27%,13%,3%,-5%,-11
Cc1cccc(NS(=O)(=O)c2cccc(C(=O)NNC(=O)c3ccccc3O)c2)c1,-27%,-21%,91%[activator],/,-8%,-32
O=c1ccc2cc3c4c(c2o1)CCCN4CCC3,-22%,50µM*,-13%,-23%,-3%,18
O=C(/C=C/c1ccc(Cl)cc1Cl)c1ccc[nH]1,1%,/,15%,-2%,1%,44
CCOc1ccc(CCNC(=O)CSc2nn(-c3ccc(C)c(Cl)c3)c(=S)s2)cc1OCC,?,-1%,-9%,6%,6%,30
OC1(c2ccc(Cl)cc2)CN(c2ccccc2)C2=[N+]1CCS2 (configuration not stated),13µM*,-11%,-21%,-10%,1%,0
O=[N+]([O-])c1cc(S(=O)(=O)N2CCOCC2)ccc1OCc1cccc(Cl)c1,25%,-18%,-24%,/,-7%,-34
CCn1cc(S(=O)(=O)CC(=O)Nc2ccc(C)cc2)c2ccccc21,-16%,0%,-3%,-1%,-10%,-29
COCCn1c(SCC(=O)N2CC(=O)Nc3ccccc32)nc2ccccc2c1=O,1%,-7%,-7%,6%,4%,-31
COc1ccc(OC)c(CNC(=O)C2CCN(S(=O)(=O)c3cn(C)cn3)CC2)c1,/,36%,/,/,16%,51
CC1CCCN(S(=O)(=O)c2cccc(C(=O)NCc3ccco3)c2)C1 (configuration not stated),?,-6%,4%,/,?,-32
COc1ccc(C(=O)NCCc2nnc3ccc(SCC(=O)N4CCCC4)nn23)cc1,17%,6%,13%,/,5%,-1
CC(=O)Nc1ccc(S(=O)(=O)NC2=NCN(CCO)CN2)cc1,/,4%,/,/,-3%,-6
CCOC(=O)c1c(NC(=O)c2nc(SC(C)C)ncc2Cl)sc2c1CCCC2,/,-1%,/,/,15%,16
Clc1ccc(-c2cc3ccccc3nc2N2CCOCC2)cc1,?,0%,39%[activator],5%,9%,-38
CN(Cc1c(C(=O)N/N=C/c2ccccc2)nnn1-c1nonc1N)C1CCCCC1,11%,3%,3%,0%,1%,0
CCC(=O)N1c2ccccc2CC1C(=O)NCCc1ccc(C)cc1 (configuration not stated),/,0%,/,/,14%,-14
CCOc1ccc(CCNC(=O)CN(C)S(=O)(=O)c2cccs2)cc1OCC,?,-3%,-8%,/,0%,-37
N#Cc1c(N)[nH]c2ccc(Sc3ccccc3)cc12,?,/,-8%,/,/,?

# High-throughput results (PubChem BioAssay)
